TRPM1 prom inh: reduces MITF-dependent TRPM1 promoter luciferase signal. SK-MEL-5 TRPM1 promoter luciferase, 24 h. inhibition, % at 12.5 µM. hit rate 0.83% among 330,000;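 active means mean inhibition across replicates of 60% or more, whatever share of single replicates reaches that level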; further: values of inactives mirror those of a sister screen read the other way
hiPSC survival: enhancers of human iPSC single-cell survival. survival enhancement, % at 20 µM. AID 602274. hit rate 0.044% among 360,000. hiPSC single-cell survival, ATPlite luminescence; 100% = ROCK inhibitor wells, 0% = DMSO; in the data active means survival enhancement above about 18%;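 further: cells exposed to compounds for 16 hours before the ATP read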
aDG glyco up: alpha-DG glycosylation activation; Pro5-aDG cells, alpha-DG glycosylation AlphaScreen (IIH6); 0% Pro5, 100% B10-LARGE cell signal; activation, % at 10 µM; hit rate 0.22% among 360,000;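 active means activation of at least 8% versus controls, or a plate z-score of at least 8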;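 further: Pro5 are CHO cells carrying HIG-tagged alpha-DG that lacks glycosylation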
TWEAK-Fn14 inh: TWEAK-Fn14 signaling inhibition. TWEAK-stimulated Fn14 reporter cells, luciferase luminescence, 8 h. inhibition, % at 10 µM. hit rate 2% among 360,000. AID 1159606; in the data active means inhibition above about 50%
KKLEB tox: reduces viability of KKLEB cystic fibrosis airway cells; activity change (cytotoxicity), % at 5 µM; KKLEB CF airway cells viability, ATPlite luminescence, overnight; hits give low values; cells stimulated with P. aeruginosa culture filtrate; AID 602141; hit rate 0.36% among 360,000;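 active means corrected activity change at or below -50% at 5 µM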
NR2E3 ag-1: agonists of human NR2E3 nuclear receptor; Q9Y5X4; CHO-S Gal4-NCOR/VP16-NR2E3 two-hybrid, luciferase; inhibition of corepressor binding, % at 3.98 µM; hit rate 0.35% among 360,000; AID 602229;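 active means inhibition above the mean of all tested compounds plus 3 SD, cut at about 70% in these data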;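 further: 0% = DMSO with NR2E3 transfected cells and 100% = cells lacking NR2E3 construct; higher means lower luciferase signal from less NR2E3 corepressor binding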
Target sequence (Q9Y5X4 whole entry, looked up, the tested form may be a part): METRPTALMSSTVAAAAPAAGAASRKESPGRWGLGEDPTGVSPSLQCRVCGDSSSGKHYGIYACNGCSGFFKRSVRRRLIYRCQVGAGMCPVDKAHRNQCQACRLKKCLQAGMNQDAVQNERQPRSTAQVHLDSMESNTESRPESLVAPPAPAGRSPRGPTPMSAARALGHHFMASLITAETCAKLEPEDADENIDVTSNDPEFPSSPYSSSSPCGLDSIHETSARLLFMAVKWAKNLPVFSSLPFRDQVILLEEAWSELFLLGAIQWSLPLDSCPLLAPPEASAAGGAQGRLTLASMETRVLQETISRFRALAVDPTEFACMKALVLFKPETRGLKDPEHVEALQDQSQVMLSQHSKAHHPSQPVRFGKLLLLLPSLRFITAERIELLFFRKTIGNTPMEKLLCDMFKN
HIF-2a block: HIF-2a inhibition. 786-0 RCC cells HIF-2a reporter, luciferase luminescence, overnight. inhibition, % at 18.8 µM. hit rate 0.72% among 360,000. AID 624352;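 active means inhibition of the luminescence signal of 40% or more relative to plate controls, in a single-dose primary screen at 18.75 µM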
NR2E3 ag-2: agonists of human nuclear receptor NR2E3; hit rate 0.12% among 320,000; Q9Y5X4; inhibition of corepressor binding, % at 4.78 µM; AID 2300; GST-NR2E3/biotin-RetCOR TR-FRET, 1536-well;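 active means percent inhibition above the cutoff of mean plus 3 SD of all tested compounds, set per screening campaign, cut at about 20% in these data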;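 further: 0% = DMSO wells and 100% = biotin wells as full block of FRET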
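Material: NR2E3–RetCOR corepressor complex | Quantity: 1.35 nM GST-tagged NR2E3 final | Schedule: 5 h at 4 °C | Replication: Singlicate compound wells | Reagent: RetCOR corepressor, biotinylated, 7 nM | Controls: Biotin wells as high control, 0.6% DMSO wells as low control | Signal: TR-FRET, Eu(K)-anti-GST donor, streptavidin-D2 acceptor, ex 340, em 617/671 nm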
Shn3 inh set2: Schnurri-3 reporter inhibition in Clone20 osteoblasts | Clone20 osteoblast Shn3 3'UTR firefly luciferase, 24 h | inhibition, % at 12.5 µM | hit rate 0.52% among 360,000;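 active means mean inhibition of at least 75% with every replicate also reaching 75%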;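 further: 0% = median of neutral control wells and 100% = pilot-screen positive control compound; some compounds past the cut are filed as inactive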
CF NFkB inh: blocks PAF-induced NF-kB reporter in cystic fibrosis cells | KKLEB NF-kB-GFP reporter, GFP fluorescence overnight | inhibition, % at 5 µM | hit rate 0.86% among 360,000 | AID 588850;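 active means at least 50% inhibition at 5 µM, scaled per plate between neutral and stimulator controls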;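 further: PAF is a Pseudomonas aeruginosa culture filtrate used as stimulus; plate controls were PAF-stimulated DMSO wells for no effect and unstimulated DMSO wells for full effect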
Peg3 prom inh: reduces Peg3 promoter-driven luciferase expression in HeLa; HeLa PEG-Prom luciferase reporter, luminescence, overnight; inhibition, % at 20 µM; AID 588405; hit rate 1.7% among 360,000;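 active means inhibition of at least 50% at 20 µM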
* marks the source's active call; other numbers are inactive results. Random draw from the library; any-hit rate near 4.4%.

How did C=CC[C@@H](CC(=O)N(CCO)Cc1ccccc1)C(=O)N[C@H](COC(=O)[C@@H](CC=C)CC(=O)OC(C)(C)C)Cc1ccccc1 do in these assays?
TRPM1 prom inh: -2; hiPSC survival: -3.2; aDG glyco up: 0.3; TWEAK-Fn14 inh: 21; KKLEB tox: 0; NR2E3 ag-1: -5; HIF-2a block: -2; Shn3 inh set2: -7; CF NFkB inh: -8; Peg3 prom inh: 11

How did CCOC(=O)c1c(NC(=O)CN2C(=O)C(=O)N(CC(C)C)C2=O)sc(C)c1CC do in these assays?
TRPM1 prom inh: -10; hiPSC survival: 0.6; aDG glyco up: 0.2; TWEAK-Fn14 inh: -25; KKLEB tox: -14; NR2E3 ag-1: 5; HIF-2a block: -2; NR2E3 ag-2: -4; Shn3 inh set2: -23; CF NFkB inh: 13; Peg3 prom inh: -11

What do the screens show for `CC1CCCCN1CCn1cnc2c([nH]c3ccccc32)c1=O` (stereo not drawn)?
TRPM1 prom inh: 7; hiPSC survival: 1.0; aDG glyco up: -0.2; TWEAK-Fn14 inh: -7; KKLEB tox: 3; NR2E3 ag-1: -12; HIF-2a block: -20; NR2E3 ag-2: 1; Shn3 inh set2: -20; CF NFkB inh: 7; Peg3 prom inh: -10

What do the screens show for `CCOC(=O)c1cc(NC(=O)NC2CCCCC2)c(C)nc1C`?
TRPM1 prom inh: 7; hiPSC survival: 0.0; aDG glyco up: 0.1; TWEAK-Fn14 inh: 109*; KKLEB tox: 5; NR2E3 ag-1: -22; HIF-2a block: 10; NR2E3 ag-2: 2; Shn3 inh set2: -2; CF NFkB inh: -3; Peg3 prom inh: 20

What do the screens show for `CC(=O)Nc1ccc(OCC(=O)Nc2ccc(Cl)c(S(=O)(=O)N3CCOCC3)c2)cc1`?
hiPSC survival: -2.3; aDG glyco up: 1.6; TWEAK-Fn14 inh: 30; KKLEB tox: 1; NR2E3 ag-1: -9; HIF-2a block: 19; Shn3 inh set2: 83; CF NFkB inh: 1; Peg3 prom inh: 8

How did Cc1c(C(=O)NCCC2=CCCCC2)oc2ccc(S(=O)(=O)N3CCC4(CC3)OCCO4)cc12 do in these assays?
TRPM1 prom inh: -5; hiPSC survival: -2.0; aDG glyco up: -0.1; TWEAK-Fn14 inh: 49; KKLEB tox: -11; NR2E3 ag-1: 12; HIF-2a block: 16; NR2E3 ag-2: 0; Shn3 inh set2: 12; CF NFkB inh: 3; Peg3 prom inh: 49

Results for COc1ccccc1CC(NC(C)=O)C(=O)NC1CCN(C(=O)Nc2ccccc2C)CC1 (stereo not drawn) ?
TRPM1 prom inh: 9; hiPSC survival: -0.1; aDG glyco up: 0.1; TWEAK-Fn14 inh: 40; KKLEB tox: 1; NR2E3 ag-1: -9; HIF-2a block: 8; NR2E3 ag-2: -1; Shn3 inh set2: 5; CF NFkB inh: -16; Peg3 prom inh: 0

How did CC[C@@]1(C(=O)OC)N[C@H](CN(C)C(C)=O)[C@@H]2C(=O)N(Cc3ccccc3)C(=O)[C@@H]21 do in these assays?
TRPM1 prom inh: 4; hiPSC survival: -0.6; aDG glyco up: 0.0; TWEAK-Fn14 inh: 3; KKLEB tox: -3; NR2E3 ag-1: -15; HIF-2a block: 5; Shn3 inh set2: -6; CF NFkB inh: 18; Peg3 prom inh: -8

How did O=C(CSc1n[nH]c(-c2ccco2)n1)Nc1ccc(F)cc1 do in these assays?
TRPM1 prom inh: 12; hiPSC survival: -0.1; aDG glyco up: -0.1; TWEAK-Fn14 inh: 17; KKLEB tox: 22; NR2E3 ag-1: -5; HIF-2a block: 0; NR2E3 ag-2: 5; Shn3 inh set2: -9; CF NFkB inh: 4; Peg3 prom inh: 9

What do the screens show for `CCNC(=O)CP(=O)(c1ccccc1)c1ccccc1`?
TRPM1 prom inh: 2; hiPSC survival: 12; aDG glyco up: -0.1; TWEAK-Fn14 inh: -3; KKLEB tox: -4; NR2E3 ag-1: -6; HIF-2a block: 2; NR2E3 ag-2: 1; Shn3 inh set2: 6; CF NFkB inh: 7; Peg3 prom inh: -3

How did O=C(/C=C/c1ccc(Cl)cc1)c1ccc([N+](=O)[O-])o1 do in these assays?
TRPM1 prom inh: 98*; hiPSC survival: 0.9; aDG glyco up: -0.6; TWEAK-Fn14 inh: 88*; KKLEB tox: -48; NR2E3 ag-1: 1; HIF-2a block: 49*; NR2E3 ag-2: 9; Shn3 inh set2: 97*; CF NFkB inh: 96*; Peg3 prom inh: 107*

What do the screens show for `CC(C)CCN1CCN(Cc2cccc3cccnc23)CC1CCO` (stereo not drawn)?
TRPM1 prom inh: 14; hiPSC survival: 0.0; aDG glyco up: -0.1; TWEAK-Fn14 inh: 6; KKLEB tox: 8; NR2E3 ag-1: -31; HIF-2a block: 15; NR2E3 ag-2: 3; Shn3 inh set2: 18; CF NFkB inh: -22; Peg3 prom inh: 8

How did CCc1ccc(C2C(C#N)=C(N)N(N(C)C)C3=C2C(=O)CCC3)s1 (stereo not drawn) do in these assays?
TRPM1 prom inh: -2; hiPSC survival: -1.0; aDG glyco up: -0.2; TWEAK-Fn14 inh: 13; KKLEB tox: 5; NR2E3 ag-1: -30; HIF-2a block: 9; NR2E3 ag-2: 2; Shn3 inh set2: -9; CF NFkB inh: 0; Peg3 prom inh: 8

Results for O=C(NCc1ccc(F)cc1)Nc1ccccc1 ?
TRPM1 prom inh: -46; hiPSC survival: 0.0; aDG glyco up: -0.1; TWEAK-Fn14 inh: -31; KKLEB tox: 6; NR2E3 ag-1: -61; HIF-2a block: -137; NR2E3 ag-2: 0; Shn3 inh set2: -63; CF NFkB inh: 15; Peg3 prom inh: -123

Results for O=C(CSc1ccc(-c2ccc(F)cc2)nn1)NCC1CCCO1 (stereo not drawn) ?
TRPM1 prom inh: -2; hiPSC survival: 0.8; aDG glyco up: 0.0; TWEAK-Fn14 inh: 2; KKLEB tox: 8; NR2E3 ag-1: -25; HIF-2a block: 3; NR2E3 ag-2: 3; Shn3 inh set2: -7; CF NFkB inh: 1; Peg3 prom inh: 6

Results for CCc1ccccc1NC(=O)c1ccc([N+](=O)[O-])s1 ?
TRPM1 prom inh: 34; hiPSC survival: -1.1; aDG glyco up: 13*; TWEAK-Fn14 inh: 3; KKLEB tox: 14; NR2E3 ag-1: -11; HIF-2a block: -1; NR2E3 ag-2: 1; Shn3 inh set2: -23; CF NFkB inh: 11; Peg3 prom inh: -1

Results for CC(C)NC(=O)N(C)C[C@H]1Oc2ccc(NC(=O)Nc3ccccc3)cc2C(=O)N([C@@H](C)CO)C[C@@H]1C ?
TRPM1 prom inh: 6; hiPSC survival: 5.1; aDG glyco up: 0.1; TWEAK-Fn14 inh: -6; KKLEB tox: -4; NR2E3 ag-1: -13; HIF-2a block: 1; Shn3 inh set2: -19; CF NFkB inh: -6; Peg3 prom inh: -7

Results for NS(=O)(=O)c1cccc(NC(=O)COC(=O)/C=C/c2ccco2)c1 ?
TRPM1 prom inh: -4; hiPSC survival: 1.3; aDG glyco up: 0.3; TWEAK-Fn14 inh: 14; KKLEB tox: 3; NR2E3 ag-1: 30; HIF-2a block: 6; NR2E3 ag-2: 0; Shn3 inh set2: -5; CF NFkB inh: -4; Peg3 prom inh: 12

What do the screens show for `COc1cc(/C=C2\SC(=S)N(NS(=O)(=O)c3ccc(C)cc3)C2=O)cc(OC)c1OC`?
TRPM1 prom inh: 5; hiPSC survival: 0.1; aDG glyco up: -0.1; TWEAK-Fn14 inh: -9; KKLEB tox: -3; NR2E3 ag-1: -9; HIF-2a block: 13; NR2E3 ag-2: 1; Shn3 inh set2: 10; CF NFkB inh: -24; Peg3 prom inh: 25

What do the screens show for `CC(=O)N/C(=C\c1ccccc1)C(=O)OCC(=O)Nc1ccc(C)c(S(=O)(=O)N(C)C)c1`?
TRPM1 prom inh: 15; hiPSC survival: 0.2; aDG glyco up: -0.2; TWEAK-Fn14 inh: -16; KKLEB tox: -21; NR2E3 ag-1: 3; HIF-2a block: 6; Shn3 inh set2: 0; CF NFkB inh: -1; Peg3 prom inh: 2

How did CCN1CCN(C(=O)c2cc(COc3ccc(C(C)=O)cc3OC)on2)CC1 do in these assays?
TRPM1 prom inh: -73; hiPSC survival: -0.4; aDG glyco up: 0.9; TWEAK-Fn14 inh: -18; KKLEB tox: -3; NR2E3 ag-1: -106; HIF-2a block: -213; NR2E3 ag-2: 0; Shn3 inh set2: -83; CF NFkB inh: 5; Peg3 prom inh: -354

Results for COc1cc(C(=O)NCC(=O)N/N=C(/C)c2cccs2)cc(OC)c1OC ?
TRPM1 prom inh: 2; hiPSC survival: -2.0; aDG glyco up: 0.1; TWEAK-Fn14 inh: 8; KKLEB tox: -2; NR2E3 ag-1: -6; HIF-2a block: 19; NR2E3 ag-2: -1; Shn3 inh set2: 4; CF NFkB inh: 14; Peg3 prom inh: 8

What do the screens show for `Cc1ccc(Nc2c(-c3ccccn3)nc3cccc(C)n23)cc1`?
TRPM1 prom inh: 71*; hiPSC survival: -0.8; aDG glyco up: 0.5; TWEAK-Fn14 inh: 15; KKLEB tox: -35; NR2E3 ag-1: 96*; HIF-2a block: 29; NR2E3 ag-2: 1; Shn3 inh set2: 90*; CF NFkB inh: 24; Peg3 prom inh: 35

What do the screens show for `Cc1cccc(-c2noc(Cc3ccccc3)n2)c1`?
TRPM1 prom inh: -91; hiPSC survival: 1.6; aDG glyco up: 0.0; TWEAK-Fn14 inh: -15; KKLEB tox: -4; NR2E3 ag-1: -16; HIF-2a block: -371; NR2E3 ag-2: -1; Shn3 inh set2: -51; CF NFkB inh: 2; Peg3 prom inh: -240

How did COc1ccccc1CNS(=O)(=O)c1cc2c3c(c1)CCC(=O)N3CCC2 do in these assays?
TRPM1 prom inh: 6; hiPSC survival: -0.5; aDG glyco up: 0.0; TWEAK-Fn14 inh: 2; KKLEB tox: -8; NR2E3 ag-1: 7; HIF-2a block: 12; NR2E3 ag-2: 2; Shn3 inh set2: 21; CF NFkB inh: 41; Peg3 prom inh: 7

What do the screens show for `CC(=O)c1ccc(N2CCN(S(=O)(=O)c3cn(C)cn3)CC2)cc1`?
TRPM1 prom inh: -16; hiPSC survival: 0.0; aDG glyco up: 0.2; TWEAK-Fn14 inh: -12; KKLEB tox: 4; NR2E3 ag-1: -13; HIF-2a block: -1; NR2E3 ag-2: 0; Shn3 inh set2: -10; CF NFkB inh: 4; Peg3 prom inh: -34
